Vif imaging = HIV Vif inhibition | HEK293T cells, Vif self-association by quenched fluorescence, imaging, 24 h | inhibition, % at 7.49 µM | hit rate 0.35% among 340,000 | AID 602346; in the data active means inhibition above about 50%, passing the limit was not always enough; further: some results filed as inactive read as strong as hits
Shn3 inh set2 = reduces Shn3 3'UTR luciferase signal in osteoblasts; Clone20 osteoblast Shn3 3'UTR firefly luciferase, 24 h; inhibition, % at 12.5 µM; hit rate 0.52% among 360,000; AID 588674;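 active means mean inhibition of at least 75% with every replicate also reaching 75%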;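 further: 0% = median of neutral control wells and 100% = pilot-screen positive control compound; some compounds past the cut are filed as inactive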
KKLEB cytotox = counter-screen for CF NF-kB inhibitors: cytotoxicity; AID 602141; KKLEB CF airway cells viability, ATPlite luminescence, overnight; active compounds read low; cells stimulated with P. aeruginosa culture filtrate; activity change (cytotoxicity), % at 5 µM; hit rate 0.36% among 360,000;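 active means corrected activity change at or below -50% at 5 µM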
CaV13 ICDI inh = Primary screen for inhibitors of IQ motif and Ca2+-dependent inactivation inhibitor domain binding in CACNA1D, Förster resonance energy transfer in living cells, … | hit rate 0.098% among 340,000 | inhibition, % at 12.3 µM | HEK cells, CFP/YFP FRET ICDI-IQ, plate reader, 10 min; percent FRET-ratio fall versus neutral wells | AID 743397;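 active means mean replicate inhibition of at least 30% and at least 1% of replicates passing that level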;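 further: 0% = median of the neutral control wells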
TRPM1 prom inh = inhibitors of MITF-driven TRPM1 promoter in melanoma cells | SK-MEL-5 TRPM1 promoter luciferase, 24 h | inhibition, % at 12.5 µM | hit rate 0.83% among 330,000;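 active means mean inhibition across replicates of 60% or more, whatever share of single replicates reaches that level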; further: values of inactives mirror those of a sister screen read the other way
Peg3 promoter = Peg3 promoter activity inhibition; inhibition, % at 20 µM; AID 588405; HeLa PEG-Prom luciferase reporter, luminescence, overnight; hit rate 1.7% among 360,000;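 active means inhibition of at least 50% at 20 µM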
PDI inh = blocks human protein disulfide isomerase activity. PDI insulin aggregation turbidity, A650, 90 min. inhibition, % at 10 µM. hit rate 0.052% among 350,000. AID 588391;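 active means mean inhibition across replicates of 30% or more, whatever share of single replicates reach that level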;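 further: absorbance from insulin aggregation driven by PDI reduction with DTT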
Target sequence (P07237 whole entry, looked up): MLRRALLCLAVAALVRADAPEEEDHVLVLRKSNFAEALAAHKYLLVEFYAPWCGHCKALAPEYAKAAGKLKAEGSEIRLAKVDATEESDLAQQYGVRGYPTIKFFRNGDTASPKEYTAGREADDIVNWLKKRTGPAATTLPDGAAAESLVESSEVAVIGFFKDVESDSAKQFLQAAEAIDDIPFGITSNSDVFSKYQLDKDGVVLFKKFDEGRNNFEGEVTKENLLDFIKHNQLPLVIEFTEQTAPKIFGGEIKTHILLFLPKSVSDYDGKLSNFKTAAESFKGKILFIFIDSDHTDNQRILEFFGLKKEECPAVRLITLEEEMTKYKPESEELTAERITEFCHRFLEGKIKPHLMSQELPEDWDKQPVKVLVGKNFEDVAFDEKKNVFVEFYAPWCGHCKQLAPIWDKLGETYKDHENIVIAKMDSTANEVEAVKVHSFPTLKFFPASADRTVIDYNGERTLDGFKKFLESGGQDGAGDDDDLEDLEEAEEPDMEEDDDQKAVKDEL
CF NFkB inh = blocks PAF-induced NF-kB reporter in cystic fibrosis cells; hit rate 0.86% among 360,000; KKLEB NF-kB-GFP reporter, GFP fluorescence overnight; inhibition, % at 5 µM; AID 588850;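 active means at least 50% inhibition at 5 µM, scaled per plate between neutral and stimulator controls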;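 further: PAF is a Pseudomonas aeruginosa culture filtrate used as stimulus; plate controls were PAF-stimulated DMSO wells for no effect and unstimulated DMSO wells for full effect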
HIF-2a block = inhibitors of HIF-2a. 786-0 RCC cells HIF-2a reporter, luciferase luminescence, overnight. inhibition, % at 18.8 µM. hit rate 0.72% among 360,000. AID 624352;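 active means inhibition of the luminescence signal of 40% or more relative to plate controls, in a single-dose primary screen at 18.75 µM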
NR2E3 ag-1 = NR2E3 (human) agonism; hit rate 0.12% among 320,000; inhibition of corepressor binding, % at 4.78 µM; AID 2300; Q9Y5X4; GST-NR2E3/biotin-RetCOR TR-FRET, 1536-well;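 active means percent inhibition above the cutoff of mean plus 3 SD of all tested compounds, set per screening campaign, cut at about 20% in these data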;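 further: 0% = DMSO wells and 100% = biotin wells as full block of FRET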
Target sequence (Q9Y5X4 whole entry, looked up): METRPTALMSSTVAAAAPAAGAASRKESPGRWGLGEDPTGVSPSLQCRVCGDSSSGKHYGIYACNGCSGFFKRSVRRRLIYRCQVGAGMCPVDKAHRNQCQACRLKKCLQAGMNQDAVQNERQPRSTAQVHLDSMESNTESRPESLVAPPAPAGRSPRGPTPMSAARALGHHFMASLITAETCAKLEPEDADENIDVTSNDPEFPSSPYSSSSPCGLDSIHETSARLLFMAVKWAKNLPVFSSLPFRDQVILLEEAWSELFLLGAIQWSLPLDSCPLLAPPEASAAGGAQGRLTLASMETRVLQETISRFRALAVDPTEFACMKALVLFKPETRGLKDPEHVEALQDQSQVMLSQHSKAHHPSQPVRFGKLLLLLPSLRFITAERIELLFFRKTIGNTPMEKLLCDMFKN
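System: GST-NR2E3 and biotin-RetCOR proteins; probe or stimulus: 7 nM biotin-RetCOR; doses: compound at 4.8 µM, single dose; schedule: Compound–protein incubation for 5 h at 4 °C; detection: time-resolved FRET; read-out: percent inhibition; controls: biotin wells as high control, 0.6% DMSO wells as low control; format: 1536-well plates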
NR2E3 ag-2 = human photoreceptor-specific nuclear receptor agonism; Q9Y5X4; CHO-S Gal4-NCOR/VP16-NR2E3 two-hybrid, luciferase; inhibition of corepressor binding, % at 3.98 µM; hit rate 0.35% among 360,000; AID 602229;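 active means inhibition above the mean of all tested compounds plus 3 SD, cut at about 70% in these data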;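 further: 0% = DMSO with NR2E3 transfected cells and 100% = cells lacking NR2E3 construct; higher means lower luciferase signal from less NR2E3 corepressor binding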
Active calls of the source: *; nt = no result given. Random draw from the library; any-hit rate near 3.3%.

SMILES	Vif imaging	Shn3 inh set2	KKLEB cytotox	CaV13 ICDI inh	TRPM1 prom inh	Peg3 promoter	PDI inh	CF NFkB inh	HIF-2a block	NR2E3 ag-1	NR2E3 ag-2
COc1ccc(-c2noc(CN3CCCCC3c3nccn3C)n2)cc1 (configuration not stated)	5	-6	0	-7	3	12	0	-26	13	2	-13
O=C(NCCN1CCOCC1)c1ccc(=O)oc1	6	3	-11	-4	-10	-3	-2	-1	13	8	-5
O=C(Cc1ccc(-n2c(=O)c3sccc3n(CC(=O)Nc3ccccc3)c2=O)cc1)NCc1ccco1	-5	-6	-15	6	-2	9	-3	21	9	0	6
O=C(CN1CCCCC1)Nc1cc(Cl)ccc1Oc1ccccc1	-13	12	-14	5	3	24	1	12	11	-1	2
Cc1cn([C@H]2C[C@H](O)[C@@H](CCC(=O)NCc3ccco3)O2)c(=O)[nH]c1=O	1	15	6	-7	-6	-2	-4	9	8	nt	-9
Cc1csc(NC(=O)CCc2c(C)nc3cc(-c4ccc(Cl)cc4)nn3c2C)n1	-3	59	-5	-6	54	-4	1	1	81*	1	5
CC(=O)Nc1ccc(S(=O)(=O)N(C)CC(=O)N/N=C/c2ccc(C(=O)O)cc2)cc1	0	-5	0	-20	-2	11	-7	15	13	-2	14
CCNC(=O)COc1ccc(OCc2ccccc2)cc1	3	-23	2	-3	-32	-90	3	0	-181	3	6
COc1ccccc1NC(=O)C1CCN(S(=O)(=O)c2ccc3c(c2)NC(=O)CO3)CC1	-1	4	14	-3	-8	-11	1	-20	2	1	-9
COc1ccccc1NS(=O)(=O)c1ccc(C)c(C(=O)N2CCCC2)c1	19	7	0	-2	-10	13	6	8	3	1	-8
Cc1c(Cl)cccc1NC(=O)CCC(=O)N/N=C/c1ccc[nH]1	12	-3	12	-5	5	11	3	10	19	-2	-4
CC(C)(C)C(=O)Oc1cccc(Nc2ncnc3ccccc23)c1	-2	15	-6	-5	-7	-3	-4	9	-5	-3	-11

Brought forward from above: 5 compounds, followed by the next part.
SMILES	Vif imaging	Shn3 inh set2	KKLEB cytotox	CaV13 ICDI inh	TRPM1 prom inh	Peg3 promoter	PDI inh	CF NFkB inh	HIF-2a block	NR2E3 ag-1	NR2E3 ag-2
CCNC(=O)COc1ccc(OCc2ccccc2)cc1	3	-23	2	-3	-32	-90	3	0	-181	3	6
COc1ccccc1NC(=O)C1CCN(S(=O)(=O)c2ccc3c(c2)NC(=O)CO3)CC1	-1	4	14	-3	-8	-11	1	-20	2	1	-9
COc1ccccc1NS(=O)(=O)c1ccc(C)c(C(=O)N2CCCC2)c1	19	7	0	-2	-10	13	6	8	3	1	-8
Cc1c(Cl)cccc1NC(=O)CCC(=O)N/N=C/c1ccc[nH]1	12	-3	12	-5	5	11	3	10	19	-2	-4
CC(C)(C)C(=O)Oc1cccc(Nc2ncnc3ccccc23)c1	-2	15	-6	-5	-7	-3	-4	9	-5	-3	-11
Cc1cc(Br)ccc1NC(=O)CN(C)C(=O)c1ccc2ccccc2n1	6	-45	-27	-3	10	-81	-5	10	-98	0	-56
O=C(Cc1ccc(Cl)c(Cl)c1)NNC(=S)NCC1CCCO1 (configuration not stated)	-4	6	-10	-5	2	17	-3	27	0	nt	-3
COc1cccc(-n2c(Cc3cc(=O)[nH]c(=O)[nH]3)nnc2SCC(=O)Nc2ccccc2)c1	9	-3	-1	-3	16	1	nt	-13	-2	0	-28
CS(=O)(=O)Nc1cccc(NC(=O)C2Cc3c(-c4cccc(F)c4)ccnc3O2)c1 (configuration not stated)	nt	67	-13	-5	nt	66*	-11	-11	51*	nt	12
CCOC(=O)Cc1csc(N(C)C)n1	0	-26	7	-5	-7	0	3	-20	9	-1	1
Cc1cc(C)cc(N(C(=O)CNS(=O)(=O)c2ccccc2)C(C(=O)NCc2ccccc2)c2ccc(C)o2)c1 (configuration not stated)	0	-14	-6	-5	8	15	-5	3	4	0	12
Cn1ncc2c(c(SCc3ccc(Cl)cc3Cl)nn2C)c1=O	-9	-17	-2	-4	-10	-6	-1	9	-10	1	6
O=C(CNC(c1ccccc1)c1ccccc1)Nc1ccc(F)cc1	12	0	-18	-3	2	6	1	8	18	0	-4
S=C(Nc1ccccc1)Nc1ccccc1-n1cccc1	nt	3	11	-20	nt	-18	-8	-3	-68	nt	-13
O=C(Cc1ccccc1)NNC(=O)Cc1ccccc1	2	-8	5	-5	-5	7	2	7	18	-3	-4
CC(NC(=O)COC(=O)c1ccc2c(c1)OCO2)c1ccccc1 (configuration not stated)	6	-1	-6	-4	4	3	2	-4	11	2	-22
O=C(Nc1cccc(C(=O)NC2CCCC2)c1)c1ccccc1	0	45	10	-7	7	-4	0	-4	-1	-3	-10

Looked up by compound from above:
SMILES	Vif imaging	Shn3 inh set2	KKLEB cytotox	CaV13 ICDI inh	TRPM1 prom inh	Peg3 promoter	PDI inh	CF NFkB inh	HIF-2a block	NR2E3 ag-1	NR2E3 ag-2
S=C(Nc1ccccc1)Nc1ccccc1-n1cccc1	nt	3	11	-20	nt	-18	-8	-3	-68	nt	-13
Cc1cc(Br)ccc1NC(=O)CN(C)C(=O)c1ccc2ccccc2n1	6	-45	-27	-3	10	-81	-5	10	-98	0	-56
O=C(Cc1ccc(Cl)c(Cl)c1)NNC(=S)NCC1CCCO1 (configuration not stated)	-4	6	-10	-5	2	17	-3	27	0	nt	-3
CC(C)(C)C(=O)Oc1cccc(Nc2ncnc3ccccc23)c1	-2	15	-6	-5	-7	-3	-4	9	-5	-3	-11

Later entries:
SMILES	Vif imaging	Shn3 inh set2	KKLEB cytotox	CaV13 ICDI inh	TRPM1 prom inh	Peg3 promoter	PDI inh	CF NFkB inh	HIF-2a block	NR2E3 ag-1	NR2E3 ag-2
Cn1c(=O)c2cc(NC(=O)NCCc3ccccc3)ccc2n1Cc1ccccc1	nt	-4	5	-13	nt	-43	-7	-4	-69	nt	-21
Cc1nn(C(=O)c2cccc([N+](=O)[O-])c2)c(C)c1Sc1ccccc1	0	0	10	nt	-4	2	12	-11	8	3	24
CCSc1nnc(CNc2ccc(C)cc2)n1C	30	-15	13	-3	6	-61	8	-5	-83	0	-21
CCC/C(=N\NC(=O)c1csc(C)c1C)c1cccs1	29	-40	-7	nt	-71	-173	-2	2	-199	3	-68
Cc1cnc(C(=O)OCC(=O)c2ccc(F)cc2)cn1	-1	4	8	-11	-11	-11	0	-4	9	1	-16
CC(C)(C)CC(=O)N1CCN(c2ccc(S(=O)(=O)N3CCOCC3)cc2[N+](=O)[O-])CC1	-1	12	-4	-6	2	9	6	-7	9	4	-8
Cc1cc(C)n2nc(SCC(=O)c3c(N)n(CC(C)C)c(=O)n(C)c3=O)nc2n1	-10	25	-5	7	5	29	-4	8	23	-1	-28
CCCc1nc2cc(Cl)c([N+](=O)[O-])cc2o1	14	0	9	1	-3	2	0	-14	8	4	-18
CCN1CCN(C(=O)C2CCN(C(=O)Nc3ccccc3)CC2)CC1	-6	1	-6	-3	-1	12	4	-9	7	3	-13
O=C(CSc1nccn1-c1cccc(Cl)c1)NO	10	0	-5	-1	-10	-4	5	-4	16	3	-20
O=C(N/N=C/c1c(O)ccc2ccccc12)c1ccc(Br)o1	5	83	-6	nt	60	49	0	-17	-30	3	-81
NC(=O)c1c[nH]c2ccccc12	-4	-29	4	nt	1	9	nt	4	-23	3	-8
O=C(O)COc1ccccc1/C=N/NC(=O)CSc1nnc(SCc2ccccc2)s1	-13	4	7	8	0	-2	1	-19	-12	3	35
C/C=C/C(=O)OCC(=O)Nc1ccc(OC)c(Cl)c1	-1	3	-1	-5	-4	0	-3	-2	5	0	-22
CCc1nc(N2CCN(Cc3ccc4c(c3)OCO4)CC2)c2oc3ccccc3c2n1	-20	12	-11	-6	18	8	-6	-3	-8	-1	-55
CCOC(=O)c1sc(NC(=O)Nc2ccc(Cl)cc2)nc1C	-5	-23	-5	nt	-88	-196	1	9	-246	5	-61
CCOc1ccccc1NC(=O)CCS(=O)(=O)c1ccc(OC)cc1	-3	5	6	-4	13	-3	19	-2	13	6	-11
Cn1c(SCC(=O)Nc2ccc3[nH]c(=O)[nH]c3c2)nnc1-c1ccccc1	nt	-7	6	-3	-7	-4	-4	-11	3	0	-13
N#CC1=C(N)Oc2cc(N)ccc2C1c1cc(Br)cs1 (configuration not stated)	9	-3	-7	-6	12	38	5	17	18	nt	-1
CCN(CC)C(=O)CSc1nc2ccc(NC(=O)CSc3nnc(COc4ccccc4C)n3C)cc2s1	-2	18	-4	nt	2	23	3	-5	4	-1	-46
Cc1nc2ccc(NC(=O)N3CCOCC3)cc2nc1C	-2	8	-1	-16	2	7	7	2	22	5	-15
COc1cccc(C(=O)N2CCN(C(=O)c3cccs3)CC2)c1OC	-1	-5	-6	-5	4	9	4	20	-2	0	-1
Cc1cc(C=O)c(C)n1-c1ccc(N2CCOCC2)cc1	0	-2	9	-1	0	22	4	-18	5	-1	-38
CN(C)C(CNC(=O)CCCN1C(=O)c2cccc3cccc(c23)C1=O)c1ccccc1 (configuration not stated)	-3	32	-12	-3	-12	9	27	6	8	2	7
CCN(CC)S(=O)(=O)c1ccc(Cl)c(C(=O)N2CCc3ccccc32)c1	-27	38	-4	-5	33	11	-2	3	3	4	11
COC(=O)c1ccc(CNC(=O)c2ccc3c(c2)S(=O)(=O)N=C2CCCCCN23)cc1	15	-2	0	-2	2	1	3	6	-1	0	18
COc1ccccc1CNC(=O)C1CCN(Cc2nc(-c3cccc(Cl)c3)oc2C)CC1	0	-13	-5	-5	2	-4	-9	2	-12	-2	1
O=C1c2ccccc2C(=O)N1c1cccnc1	19	-16	8	-5	9	3	10	10	20	5	-5
COC(=O)c1cc(S(=O)(=O)NCC2CCN(Cc3cccc(F)c3)CC2)c[nH]1	0	6	13	-5	7	4	9	2	11	7	6

Assay outcomes: PubChem BioAssay, several laboratories
